LMPTP block: LMPTP (human) inhibition | 360,000 compounds, 0.22% hits | recombinant LMPTP-A, OMFP fluorogenic substrate, fluorescence intensity | P24666 | inhibition, % at 20 µM;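 active = compounds that cut the enzyme signal by at least half of the control window in the single-dose screen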;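 also: plate controls were DMSO wells with enzyme plus substrate for no effect and substrate without enzyme for full effect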
Target sequence (P24666 whole entry, looked up): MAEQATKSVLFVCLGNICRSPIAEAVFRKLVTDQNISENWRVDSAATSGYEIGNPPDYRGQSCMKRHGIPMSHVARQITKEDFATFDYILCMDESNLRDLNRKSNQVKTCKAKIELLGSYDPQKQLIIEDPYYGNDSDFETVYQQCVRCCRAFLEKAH
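Test system: LMPTP-A phosphatase enzyme. Amount: LMPTP-A at 0.625 nM final in the reaction. Reagent: OMFP substrate, 400 µM final. Times: 50 min at room temperature. Signal: endpoint fluorescence intensity from OMFP dephosphorylation. Read-out basis: % inhibition. Benchmarks: no-enzyme and uninhibited controls.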
DNMT1 inh: DNMT1 (human) enzyme inhibition. P26358. DNMT1 molecular beacon, Hinp1I cleavage, fluorescence. inhibition (reported as % activation of signal), % at 10 µM. 360,000 compounds, 0.83% hits. AID 588458; in the data active = inhibition above about 50%
STEP inh: STEP (human) phosphatase inhibition; recombinant STEP, OMFP fluorogenic substrate, fluorescence; 360,000 compounds, 0.25% hits; AID 588621; inhibition, % at 20 µM;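 active = inhibition at 20 µM, scaled per plate between control wells, above about 37%, limit read from the data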;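 also: 0% = DMSO with enzyme and substrate and 100% = substrate only without enzyme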
Target sequence (P54829 whole entry, looked up): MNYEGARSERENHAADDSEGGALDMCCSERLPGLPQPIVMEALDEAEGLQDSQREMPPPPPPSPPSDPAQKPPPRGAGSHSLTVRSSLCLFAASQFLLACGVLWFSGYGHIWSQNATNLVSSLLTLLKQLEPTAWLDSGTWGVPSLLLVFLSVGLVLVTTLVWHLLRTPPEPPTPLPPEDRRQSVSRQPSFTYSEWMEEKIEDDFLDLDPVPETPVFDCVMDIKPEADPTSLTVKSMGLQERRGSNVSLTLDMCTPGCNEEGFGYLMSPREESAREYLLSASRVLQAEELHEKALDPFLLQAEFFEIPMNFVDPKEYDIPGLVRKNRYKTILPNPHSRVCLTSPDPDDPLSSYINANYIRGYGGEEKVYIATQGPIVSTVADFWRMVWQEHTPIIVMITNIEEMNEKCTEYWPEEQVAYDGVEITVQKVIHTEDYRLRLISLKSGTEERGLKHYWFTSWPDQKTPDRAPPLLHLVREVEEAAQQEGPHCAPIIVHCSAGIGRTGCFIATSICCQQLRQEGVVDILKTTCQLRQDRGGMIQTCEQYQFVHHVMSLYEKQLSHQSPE
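Assay system: isolated STEP enzyme. Buffer or medium: pH 6.0 Bis-Tris with DTT and Tween 20. Also added: fluorogenic phosphatase substrate OMFP at 25 µM final. Dosing: 20 µM, 1% DMSO. Timing: 20 min reaction, room temperature, in the dark. Measured by: fluorescence intensity, excitation 480 nm, emission 540 nm. Evaluation: normalized % inhibition.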
TbMetRS inhib: blocks T. brucei methionyl-tRNA synthetase activity; purified T. brucei MetRS, ATP depletion, Kinase-Glo luminescence; inhibition, % at 11.9 µM; 360,000 compounds, 0.4% hits; AID 624268;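 active = inhibition above a per-plate cutoff of the control wells' mean inhibition plus 3 SD, cut at about 5.5% in these data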;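 also: 0% = DMSO wells median and 100% = median of wells with control inhibitor compound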
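Test system – parasite MetRS enzyme · Reagent – substrates ATP, L-methionine and bulk Escherichia coli tRNA · Doses – 11.9 µM compound single dose, 0.9% DMSO · Times – 15 min enzyme-compound preincubation, 2 h reaction, 10 min detection, 25 °C · Signal – Kinase-Glo luminescence, ATP depletion format · Controls – DMSO-only wells as low control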
Rpn11 inh: blocks the human proteasome subunit Rpn11 | O00487 | human 26S proteasome, Ub4-pepOG fluorescence polarization; 20S core pre-blocked with epoxomicin | calls only at 20 µM | 360,000 compounds, 0.59% hits | AID 588493;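 active = inhibition at 20 µM, scaled to each plate's controls, above about 33%, limit read from the data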
NadD inh: blocks S. aureus nicotinate mononucleotide adenylyltransferase; purified NadD enzyme, colorimetric absorbance read-out; inhibition, % at 20 µM; 360,000 compounds, 0.78% hits; AID 602399; in the data active = inhibition above about 26%; also: some compounds past the cut are filed as inactive
CSN inh: inhibitors of human CSN-mediated cullin deneddylation. Q92905. Purified CSN, SCF-Nedd8-OG deneddylation, fluorescence polarization. inhibition, % at 12.5 µM. 360,000 compounds, 0.38% hits. AID 651999;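 active = pattern-corrected inhibition above about 35%, with an unprinted fluorescence ratio check between 0.5 and 1.5, limit read from the data, passing the limit was not always enough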;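 also: 0% = enzyme with substrate and 100% = substrate without enzyme; some results filed as inactive read as strong as hits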
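Assay system: HEK293T-derived human Csn5 enzyme; quantity: 0.24 nM enzyme; medium: Tris/NaCl/DTT buffer, pH 7.5; also added: substrate SCFSkp2-Nedd8OG, 10 nM; doses: 12.5 µM compound; schedule: 90 min reaction at room temperature; signal: FP; read-out: % inhibition of substrate cleavage by Csn5; benchmarks: substrate-only high control, full reaction low control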
Scp-1 inhibitor: Scp-1 (human) phosphatase inhibition. AID 493091. inhibition, % at 20 µM. Recombinant Scp1, phosphopeptide, malachite green phosphate absorbance. Q9GZU7. 340,000 compounds, 0.88% hits;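 active = inhibition above about 50% at 20 µM, limit read from the data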;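 also: plate controls were DMSO wells with enzyme for no effect and wells lacking enzyme for full effect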
Target sequence (Q9GZU7 76-261 limits assumed): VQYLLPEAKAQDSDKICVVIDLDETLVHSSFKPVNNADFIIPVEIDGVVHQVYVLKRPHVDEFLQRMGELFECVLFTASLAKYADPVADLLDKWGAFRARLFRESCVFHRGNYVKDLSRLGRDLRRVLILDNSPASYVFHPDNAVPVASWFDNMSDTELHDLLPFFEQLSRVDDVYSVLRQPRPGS
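Material: truncated SCP-1 phosphatase (76-261aa) / Buffer or medium: 50 mM Tris acetate pH 5.5, 0.005% Tween-20, 10 mM MgCl2 / Compound dosing: one concentration, 20 µM, with 1.0% DMSO / Incubation: 45 min room-temperature reaction, 5 min colour, 30 min stabiliser / Detection: colorimetric free-phosphate detection, absorbance 630 nm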
PABP1 MLLE inh: blocks PAM2 peptide binding to the PABP1 MLLE domain. 360,000 compounds, 0.36% hits. GST-MLLE / FITC-PAM2 fluorescence polarization. P11940. inhibition, % at 20 µM; in the data active = inhibition above about 35%, passing the limit was not always enough;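 also: plate controls were DMSO wells with GST-MLLE for no effect and wells lacking GST-MLLE protein for full effect; some results filed as inactive read as strong as hits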
SUMO1 PPI mod: SUMO1-SIM interaction modulation; P63165; SUMO1 binding to a labelled peptide, TR-FRET, 1 h; inhibition, % at 20 µM; 360,000 compounds, 0.33% hits; AID 602429; in the data active = inhibition above about 37%
Target sequence (P63165 whole entry, looked up): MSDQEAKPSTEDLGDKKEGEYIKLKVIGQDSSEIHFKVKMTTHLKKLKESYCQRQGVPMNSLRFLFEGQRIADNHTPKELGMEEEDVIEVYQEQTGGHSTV
An asterisk follows results filed as active; & = joins results of further samples.

For CCCCCc1c(-c2ccc(F)cc2)ncn1CCc1ccccc1OC the results were LMPTP block 6.0, TbMetRS inhib -0.9, NadD inh 10, CSN inh 1 and SUMO1 PPI mod 8.
`COC(=O)C1CCN(S(=O)(=O)c2ccc(OC)cc2)CC1` gave LMPTP block -1.2, DNMT1 inh -1, STEP inh -5, TbMetRS inhib -0.9, Rpn11 inh inactive, NadD inh -3, CSN inh 2, Scp-1 inhibitor -6, PABP1 MLLE inh 10 and SUMO1 PPI mod 1.
CCCC1=C(C(=O)OCC)C(c2ccccc2OCC)NC(=O)N1C (stereo not drawn) was read as LMPTP block 1.1, DNMT1 inh 2, STEP inh 1, TbMetRS inhib -0.4, Rpn11 inh inactive, NadD inh -4, CSN inh 1, Scp-1 inhibitor -8, PABP1 MLLE inh -5 and SUMO1 PPI mod -2.
`CCOC(=O)C1CCN(C(c2cc3ccc(C)cc3[nH]c2=O)c2nnnn2C2CCCCC2)CC1` (stereo not drawn) gave LMPTP block 0.2, DNMT1 inh -4, STEP inh -1, TbMetRS inhib 0.3, Rpn11 inh inactive, NadD inh -3, CSN inh 0, Scp-1 inhibitor -1, PABP1 MLLE inh -28 and SUMO1 PPI mod -24.
`CSCCC(NS(=O)(=O)c1ccc(Cl)cc1)C(=O)N1CCN(c2ccccc2)CC1` (stereo not drawn) gave LMPTP block -0.2, DNMT1 inh -4, STEP inh 0, TbMetRS inhib -0.3, Rpn11 inh inactive, NadD inh 6, CSN inh 0, Scp-1 inhibitor -2, PABP1 MLLE inh -11 and SUMO1 PPI mod 1.
For O=C(Oc1ccccc1C(=O)Oc1ccccc1)c1ccco1 the results were LMPTP block -0.5, DNMT1 inh 0, STEP inh 1, TbMetRS inhib -1.5, Rpn11 inh inactive, NadD inh -4, CSN inh 1, Scp-1 inhibitor 1, PABP1 MLLE inh -3 and SUMO1 PPI mod -3.
`COc1ccc(CCNC(=O)c2ccc(NC(=O)CC3SC(N4CCCCC4)=NC3=O)cc2)cc1OC` (stereo not drawn) gave LMPTP block -0.6, DNMT1 inh 1, STEP inh -1, TbMetRS inhib -0.3, Rpn11 inh inactive, NadD inh 5, CSN inh -2, Scp-1 inhibitor -3, PABP1 MLLE inh 9 and SUMO1 PPI mod -4.
For CC(C)(C)OC(=O)N1CCN(C(=O)c2cccnc2Cl)CC1 the results were LMPTP block 0.0, DNMT1 inh 4, STEP inh 1, TbMetRS inhib -0.4, Rpn11 inh inactive, NadD inh 6, CSN inh 4, Scp-1 inhibitor -19, PABP1 MLLE inh 8 and SUMO1 PPI mod 2.
Screening O=C(Nc1ccc(S(=O)(=O)N2CCCCC2)cc1)C1CCCCC1 returned LMPTP block 0.3, DNMT1 inh -1, STEP inh 0, TbMetRS inhib 0.3, Rpn11 inh inactive, NadD inh -3, CSN inh -1, Scp-1 inhibitor -6, PABP1 MLLE inh -5 and SUMO1 PPI mod -1.
COc1ccc(CNc2nc3c(c(=O)[nH]c(=O)n3C)n2Cc2ccccc2)cc1 was read as LMPTP block -1.5, DNMT1 inh 1, STEP inh -1, TbMetRS inhib -0.7, Rpn11 inh inactive, NadD inh -2, CSN inh -1, Scp-1 inhibitor -4, PABP1 MLLE inh 6 and SUMO1 PPI mod 4.
O=C(Cc1ccc(Cl)cc1)Nc1ccc(C(=O)N2CCOCC2)cc1 was read as LMPTP block -0.3, DNMT1 inh 7, STEP inh -2, TbMetRS inhib -1.2, Rpn11 inh inactive, NadD inh -4, CSN inh -2, Scp-1 inhibitor 2, PABP1 MLLE inh 17 and SUMO1 PPI mod 1.
`CC(=O)c1ccc(S(=O)(=O)N(C)CC(=O)Nc2ccc(C)cc2)cc1` gave LMPTP block 0.2, DNMT1 inh 1, STEP inh 4, TbMetRS inhib 0.1, Rpn11 inh inactive, NadD inh 0, CSN inh 2, Scp-1 inhibitor -10, PABP1 MLLE inh -4 and SUMO1 PPI mod -1.

Three compounds from above, arranged by count of non-hydrogen atoms, highest first:
`CCOC(=O)C1CCN(C(c2cc3ccc(C)cc3[nH]c2=O)c2nnnn2C2CCCCC2)CC1` (stereo not drawn) gave LMPTP block 0.2, DNMT1 inh -4, STEP inh -1, TbMetRS inhib 0.3, Rpn11 inh inactive, NadD inh -3, CSN inh 0, Scp-1 inhibitor -1, PABP1 MLLE inh -28 and SUMO1 PPI mod -24.
`CC(=O)c1ccc(S(=O)(=O)N(C)CC(=O)Nc2ccc(C)cc2)cc1` gave LMPTP block 0.2, DNMT1 inh 1, STEP inh 4, TbMetRS inhib 0.1, Rpn11 inh inactive, NadD inh 0, CSN inh 2, Scp-1 inhibitor -10, PABP1 MLLE inh -4 and SUMO1 PPI mod -1.
For CC(C)(C)OC(=O)N1CCN(C(=O)c2cccnc2Cl)CC1 the results were LMPTP block 0.0, DNMT1 inh 4, STEP inh 1, TbMetRS inhib -0.4, Rpn11 inh inactive, NadD inh 6, CSN inh 4, Scp-1 inhibitor -19, PABP1 MLLE inh 8 and SUMO1 PPI mod 2.

Next section
Screening COCCOC(=O)C1=C(C)N(Cc2ccccc2)C(=O)NC1c1ccc(OC)cc1 (stereo not drawn) returned LMPTP block -1.2, DNMT1 inh -4, STEP inh -3, TbMetRS inhib -1.3, Rpn11 inh inactive, NadD inh 3, CSN inh -4, Scp-1 inhibitor -18, PABP1 MLLE inh 3 and SUMO1 PPI mod -1.
For CC1=C(C(=O)N2CCc3ccccc32)C2(CCC(C)CC2)OC1=O (stereo not drawn) the results were LMPTP block 0.6, DNMT1 inh -2, STEP inh 3, TbMetRS inhib -1.5, Rpn11 inh inactive, NadD inh -1, CSN inh -4, Scp-1 inhibitor -7, PABP1 MLLE inh -19 and SUMO1 PPI mod -2.
For O=C(CCCn1c(=O)[nH]c2cc(Cl)ccc2c1=O)NCCN1CCN(c2ccccc2)CC1 the results were LMPTP block 0.2, DNMT1 inh 5, STEP inh -5, TbMetRS inhib -0.9, Rpn11 inh inactive, NadD inh -4, CSN inh -5, Scp-1 inhibitor -14, PABP1 MLLE inh -8 and SUMO1 PPI mod 0.
Cc1ccc2c(Cl)cc(Cl)c(OCc3c(C)noc3C)c2n1 was read as LMPTP block 0.0, DNMT1 inh 0, STEP inh 5, TbMetRS inhib -1.3, Rpn11 inh inactive, NadD inh 0, CSN inh 12, Scp-1 inhibitor -17, PABP1 MLLE inh -7 and SUMO1 PPI mod 1.
`COc1cccc(CNC(=O)Cc2ccc(NC3=NC4CS(=O)(=O)CC4S3)cc2)c1` (stereo not drawn) gave LMPTP block -0.6, DNMT1 inh 2, STEP inh 2, TbMetRS inhib 0.7, Rpn11 inh inactive, NadD inh 4, CSN inh -3, Scp-1 inhibitor -9, PABP1 MLLE inh -95 and SUMO1 PPI mod 3.
`C[C@H]1CN([C@@H](C)CO)S(=O)(=O)c2ccc(Br)cc2O[C@H]1CN(C)C(=O)C1CCC1` gave LMPTP block -1.9, DNMT1 inh 3, STEP inh 0, TbMetRS inhib -0.6, Rpn11 inh inactive, NadD inh -4, CSN inh -1, PABP1 MLLE inh -2 and SUMO1 PPI mod 4.
CCc1nnc(NC(=O)NCN2C(=O)C3C4C=CC(C4)C3C2=O)s1 (stereo not drawn) was read as LMPTP block 0.0, DNMT1 inh 1, STEP inh -5, TbMetRS inhib -0.8, Rpn11 inh inactive, NadD inh -3, CSN inh 0, Scp-1 inhibitor 4, PABP1 MLLE inh -2 and SUMO1 PPI mod 0.
For C=CCOC(=O)/C(=C\c1ccc(OC)cc1)NC(=O)c1ccco1 the results were LMPTP block -0.3, DNMT1 inh 1, STEP inh -1, TbMetRS inhib -1.4, Rpn11 inh inactive, NadD inh 1, CSN inh 3, Scp-1 inhibitor -4, PABP1 MLLE inh -2 and SUMO1 PPI mod -6.
CC1CN(CCC(=O)Nc2ccc3c(c2)OCO3)CC(C)O1 (stereo not drawn) was read as LMPTP block 0.4, DNMT1 inh 11, STEP inh -1, TbMetRS inhib -0.2, Rpn11 inh inactive, NadD inh 2, CSN inh 2, Scp-1 inhibitor -1, PABP1 MLLE inh -9 and SUMO1 PPI mod -4.
Screening COc1ccc(CNC(=O)COC(=O)CC2CCCC2)cc1 returned LMPTP block -0.6, DNMT1 inh 6, STEP inh 2, TbMetRS inhib -0.3, Rpn11 inh inactive, NadD inh 6, CSN inh -1, Scp-1 inhibitor -13, PABP1 MLLE inh -7 and SUMO1 PPI mod 25.
For CC(=O)NCC(=O)N1CCCC(C(=O)c2ccc(-c3ccccc3)c(F)c2)C1 (stereo not drawn) the results were LMPTP block -2.2, DNMT1 inh -1, STEP inh 1, TbMetRS inhib -0.1, Rpn11 inh inactive, NadD inh -3, CSN inh 5, Scp-1 inhibitor -10, PABP1 MLLE inh -7 and SUMO1 PPI mod 3.
`O=C(NCc1ccc(Cl)cc1)c1ccc(Cl)cc1[N+](=O)[O-]` gave LMPTP block -0.9, DNMT1 inh 7, STEP inh -2, TbMetRS inhib -0.4, Rpn11 inh inactive, NadD inh -5, CSN inh 2, Scp-1 inhibitor -2, PABP1 MLLE inh -1 and SUMO1 PPI mod -13.
Cc1ccc(NC(=O)C2COc3ccccc3O2)cc1S(=O)(=O)N1CCOCC1 (stereo not drawn) was read as LMPTP block 0.5, DNMT1 inh -1, STEP inh 0, TbMetRS inhib -0.1, Rpn11 inh inactive, NadD inh -4, CSN inh -5, Scp-1 inhibitor -8, PABP1 MLLE inh -56 and SUMO1 PPI mod 5.
Cc1ccc2c(COC(=O)c3ccc(NC(=O)CC#N)cc3)cc(=O)oc2c1C was read as LMPTP block 1.0, DNMT1 inh 50, STEP inh -1, TbMetRS inhib -0.9, Rpn11 inh inactive, NadD inh 14, CSN inh 7, Scp-1 inhibitor 4, PABP1 MLLE inh -15 and SUMO1 PPI mod 0.
For CCN(CC)CC(=O)Nc1c(C)cccc1C the results were LMPTP block -0.6&-3.3&-1.4, DNMT1 inh -4&7&0, STEP inh -2&-2&2, TbMetRS inhib -0.1&-0.9&-1.4, Rpn11 inh inactive, NadD inh 1&-1&-3, CSN inh 0&-1&4, Scp-1 inhibitor 6&-12&-17, PABP1 MLLE inh 23&0&-3 and SUMO1 PPI mod 7&0&6.
